Bioassay records: PubChem BioAssay, National Center for Advancing Translational Sciences (NCATS)
HP1b chromo inh: blocks HP1-beta chromodomain binding to methylated histone tails | P83916 | AlphaScreen HP1-beta / biotin-H3K9me3 peptide binding | Potency, µM (doses to about 114 µM), inactives show at the highest dose activity change, negative = inhibition, usual class: inhibitors | hit rate 0.56% among 390,000 | AID 540317; also: potency is read from the fitted curve at half-maximal effect; nearly all actives have a fitted effect of over 70% in size; inactives centre near 23
Target sequence (P83916 whole entry, looked up): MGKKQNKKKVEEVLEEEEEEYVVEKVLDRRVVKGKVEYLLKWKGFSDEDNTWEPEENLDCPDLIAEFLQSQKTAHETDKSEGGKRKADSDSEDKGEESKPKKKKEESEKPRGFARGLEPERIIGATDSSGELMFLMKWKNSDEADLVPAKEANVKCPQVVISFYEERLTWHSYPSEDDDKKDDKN
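Compound inhibition of the preformed complex between 50 nM HP1-beta and 50 nM biotinylated H3K9me3 peptide was read by AlphaScreen. Buffer was PBS pH 7.4 with 0.01% Tween-20. Incubations ran 30 min at room temperature, with 10 ug/mL donor/acceptor beads.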
BAZ2B inh: blocks human BAZ2B | Potency, µM (titrated, usually from 114 µM), inactives show at the top dose activity change, negative = inhibition, hits mostly inhibitors | hit rate 4.4% among 360,000 | Q9UIF8 | AlphaScreen BAZ2B-H3K14Ac peptide displacement; also: potency is read from the fitted curve at half-maximal effect; % is scaled to controls: 0 for no effect and ±100 for the full control effect; nearly all actives have a fitted effect of over 60% in size
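BAZ2B 50 nM plus b-H3(5-23)K14Ac 50 nM, PBS pH 7.4/0.01% Tween-20, 30 min RT; compound added (max 110 uM), 30 min RT; streptavidin donor/Ni-chelate acceptor beads 10 ug/mL final, 20 min dark; AlphaScreen read.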
PI4K2A inh: blocks human PI4K2A kinase activity | Q9BTU6 | purified PI4K2A, ADP-Glo luminescence, 1 h; hits give low values | activity change, negative = inhibition, % at 76.9 µM | hit rate 0.13% among 420,000 | AID 1346378; in the data active = activity change below about -50%; inconclusive = mostly about -30% to -49%;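 also: -100% = wells without enzyme as full effect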
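In this quantitative HTS, ADP production by PI4K2A was quantified luminescently after 1 h at ambient temperature; 100 microM adenosine served as plate-quality control.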
Pol eta inh: DNA polymerase eta (human) inhibition; Q9Y253; recombinant Pol eta, fluorescent DNA replication assay; Potency, µM (doses to about 114 µM), for inactives: at the highest dose activity change, negative = inhibition, hits mostly inhibitors; hit rate 1.2% among 390,000; also: potency is read from the fitted curve at half-maximal effect; % is scaled to controls: 0 for no effect and ±100 for the full control effect
Target sequence (Q9Y253 whole entry, looked up): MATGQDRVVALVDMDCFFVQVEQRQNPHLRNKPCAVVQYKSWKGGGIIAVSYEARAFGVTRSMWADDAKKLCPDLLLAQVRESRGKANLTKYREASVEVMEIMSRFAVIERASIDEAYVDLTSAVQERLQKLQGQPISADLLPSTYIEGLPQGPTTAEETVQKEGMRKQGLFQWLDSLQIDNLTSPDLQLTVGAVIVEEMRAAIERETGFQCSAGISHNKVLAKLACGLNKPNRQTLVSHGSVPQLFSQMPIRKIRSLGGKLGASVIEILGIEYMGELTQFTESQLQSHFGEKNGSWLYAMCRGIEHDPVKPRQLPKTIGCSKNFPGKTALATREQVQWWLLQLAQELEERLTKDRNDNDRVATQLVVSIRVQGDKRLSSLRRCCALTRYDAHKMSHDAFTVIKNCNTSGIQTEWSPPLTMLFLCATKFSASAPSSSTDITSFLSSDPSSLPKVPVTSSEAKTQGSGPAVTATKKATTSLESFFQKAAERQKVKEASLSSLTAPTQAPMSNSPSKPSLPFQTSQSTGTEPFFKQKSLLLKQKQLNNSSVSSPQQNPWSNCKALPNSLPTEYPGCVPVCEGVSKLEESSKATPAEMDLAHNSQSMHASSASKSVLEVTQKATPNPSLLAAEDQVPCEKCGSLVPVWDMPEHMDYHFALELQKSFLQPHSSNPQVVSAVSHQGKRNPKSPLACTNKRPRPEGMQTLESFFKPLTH
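Pol eta at 10 nM preincubated with compounds 15 min at room temperature; reaction started with fluorescent substrate (50 nM final) and read kinetically at 0 and 10 min.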
JMJD2A Tudor: inhibitors of human JMJD2A Tudor domain; O75164; AlphaScreen JMJD2A-Tudor / H3K4me3 peptide binding; Potency, µM (series often up to 114 µM), for the others: at the top dose activity change, negative = inhibition, actives largely listed as inhibitors; hit rate 4.4% among 390,000; AID 504339; also: potency is read from the fitted curve at half-maximal effect; % is scaled to controls: 0 for no effect and ±100 for the full control effect; nearly all actives have a fitted effect of over 50% in size
GLS inh: glutaminase GLS (human) inhibition | GLS enzymatic activity, qHTS titration | O94925 | AID 624170 | hit rate 0.21% among 410,000 | Potency, µM (series often up to 45.5 µM), without a hit: top-dose activity change, negative = inhibition, actives largely listed as inhibitors; also: potency is read from the fitted curve at half-maximal effect; % is scaled to controls: 0 for no effect and ±100 for the full control effect
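Compounds were pin-transferred onto hKGA, after which L-glutamine (1 mM solution) and a detection mix of glutamate oxidase, HRP and Amplex Red were added. Initial and 30 min RT fluorescence reads were collected.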
G9a inh: inhibitors of human histone lysine methyltransferase G9a. hit rate 8.8% among 350,000. G9a H3K9 monomethylation, AlphaScreen, 2 h. AID 504332. Potency, µM (doses to about 102 µM), inactives show at the top dose activity, negative = inhibition, most hits filed as inhibitors; also: potency is read from the fitted curve at half-maximal effect; % is scaled to controls: 0 for no effect and ±100 for the full control effect; nearly all actives have a fitted effect of over 75% in size
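Using a bead-based AlphaScreen, monomethylated H3K9 product from 2 h room-temperature reactions (G9a 20 nM, peptide 500 nM, SAM 20 uM) was detected with 0.5 ug/mL rabbit anti-H3K9me1 antibody.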
Tb PGK inh: inhibitors of T. brucei phosphoglycerate kinase | PGK/GAPDH coupled, Kinase-Glo luminescence, 60 min | Potency, µM (top dose mostly 57.5 µM), inactives show top-dose activity change, negative = inhibition, most hits filed as inhibitors | hit rate 0.043% among 380,000 | AID 602233; also: potency is read from the fitted curve at half-maximal effect; % is scaled to controls: 0 for no effect and ±100 for the full control effect; nearly all actives have a fitted effect of over 60% in size
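Luminescent ATP detection (Kinase-Glo Plus) follows a 60-minute room-temperature incubation, with wells lacking PGK as controls. Buffer: 100 mM TEA (pH 7.6), 5 mM MgCl2, 0.01% Tween-20. Coupling enzyme GAPDH (100 nM final) supplies unstable 1,3-BPG in-well.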
Pin1 inh: blocks the human prolyl isomerase Pin1; hit rate 0.009% among 390,000; Potency, µM (doses to about 115 µM), inactives show at the top dose activity, negative = inhibition, usual class: inhibitors; Pin1 FP peptide displacement, HiFluor488, 10 min; Q13526; AID 504891; active = well fitted inhibition curve with a large enough effect in the polarisation, with a control signal flat, not every such curve was filed as active; inconclusive = small, poorly fitted or top-dose-only effect, or effect the other way, or a change in a side signal; inactive = no such curve, though single readings can be large or run the other way; the % refers to the polarisation; also: potency is read from the fitted curve at half-maximal effect; % is scaled to controls: 0 for no effect and ±100 for the full control effect
Target sequence (Q13526 whole entry, looked up): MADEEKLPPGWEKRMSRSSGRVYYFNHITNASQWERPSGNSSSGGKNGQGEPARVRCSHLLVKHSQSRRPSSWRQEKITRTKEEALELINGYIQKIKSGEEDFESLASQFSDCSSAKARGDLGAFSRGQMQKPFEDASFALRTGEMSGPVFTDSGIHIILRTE
Starred values were filed as active, the others as inactive; [ ] = another dose, or the depositor's remark. Unless noted, calls follow the shape of the dose curve; as a rule, active = well fitted curve in the direction sought with a large enough effect; inconclusive = small, poorly fitted or top-dose-only effect, or another doubt; inactive = no such curve, though single readings can be large; an effect the other way counts as inactive or inconclusive. Some of the compounds tested; the hit share may differ from the screen's.

How did CCOC(=O)c1sc(N2C(=O)C(O)=C(C(=O)c3ccc(C)o3)C2c2cccc([N+](=O)[O-])c2)nc1C (stereo not given) do in these assays?
HP1b chromo inh: 6.0%; BAZ2B inh: inconclusive; PI4K2A inh: -1.1; Pol eta inh: -7.9%; JMJD2A Tudor: inconclusive; GLS inh: -0.8%; G9a inh: 44.7µM*; Tb PGK inh: 6.7%; Pin1 inh: inconclusive

Results for c1ccc(Oc2cnc3ccccc3n2)cc1 ?
HP1b chromo inh: 20.9%; BAZ2B inh: 7.4%; PI4K2A inh: 2.5; Pol eta inh: -3.4%; JMJD2A Tudor: 10.8%; GLS inh: 4.0%; G9a inh: 20.0%[59 µM]; Tb PGK inh: -5.2%; Pin1 inh: 0.2%

How did Cc1cc(=O)oc2c(CN3CCN(CCO)CC3)c(O)ccc12 do in these assays?
HP1b chromo inh: 54.5%[activator]; BAZ2B inh: -4.0%; PI4K2A inh: -5.1; Pol eta inh: -15.6%; JMJD2A Tudor: -9.5%; GLS inh: -4.0%; G9a inh: 12.8%; Tb PGK inh: -7.7%; Pin1 inh: -8.8%

Results for [O-]/C(=C(\C(=S)Nc1ccccc1F)[n+]1ccccc1)c1ccc(OC(F)F)cc1 ?
HP1b chromo inh: 11.2%; BAZ2B inh: -24.6%; PI4K2A inh: 7.5; Pol eta inh: -2.9%; JMJD2A Tudor: -19.1%[11.4 µM]; GLS inh: 1.7%; G9a inh: 50.1µM*; Tb PGK inh: -12.2%; Pin1 inh: -1.5%

Results for COCCCNC(=O)Cn1c(=O)n(-c2ccc(Cl)cc2)c(=O)c2c3c(sc21)CCCCC3 ?
HP1b chromo inh: 11.4%; BAZ2B inh: 1.5%; PI4K2A inh: 0.0; Pol eta inh: -12.1%; JMJD2A Tudor: 4.1%; GLS inh: 0.3%; G9a inh: 6.1%[59 µM]; Tb PGK inh: 10.2%; Pin1 inh: -1.2%

What do the screens show for `CCc1ccc(NC(=O)C(=O)NCCc2csc(-c3ccc(C(F)(F)F)cc3)n2)cc1`?
HP1b chromo inh: 49.3%[57 µM]; BAZ2B inh: 41.2%[activator]; PI4K2A inh: -4.4; Pol eta inh: -20.1%; JMJD2A Tudor: -2.9%; GLS inh: 5.2%; G9a inh: 19.1%[59 µM]; Tb PGK inh: inactive; Pin1 inh: 0.9%

How did Cc1cccc(C)c1OCC(=O)Nc1c(C(=O)c2ccc(Br)cc2)oc2ccccc12 do in these assays?
HP1b chromo inh: 66.3%[activator]; BAZ2B inh: 0.4%; PI4K2A inh: -6.5; Pol eta inh: -8.7%; JMJD2A Tudor: 9.3%; GLS inh: -9.0%; G9a inh: 7.4%[59 µM]; Tb PGK inh: inactive; Pin1 inh: -0.1%

How did COC(=O)CSc1nc2sc3c(c2c(=O)[nH]1)CCC3 do in these assays?
HP1b chromo inh: 27.6%; BAZ2B inh: -9.3%; PI4K2A inh: -6.8; Pol eta inh: inconclusive; JMJD2A Tudor: -16.5%; GLS inh: 2.2%; Tb PGK inh: -10.3%; Pin1 inh: 1.3%

How did COC(=O)c1cccc(NC(=S)Nc2ccc(Cl)c(Cl)c2)c1 do in these assays?
HP1b chromo inh: 24.3%; BAZ2B inh: -1.7%; PI4K2A inh: -19.3; Pol eta inh: -12.1%; JMJD2A Tudor: -6.2%; GLS inh: 16.5%; G9a inh: 9.0%[59 µM]; Tb PGK inh: inconclusive; Pin1 inh: -0.5%

What do the screens show for `O=C1c2oc3ccc(Cl)cc3c(=O)c2C(c2ccccn2)N1CCCN1CCOCC1` (stereo not given)?
HP1b chromo inh: 25.1%; BAZ2B inh: inconclusive; PI4K2A inh: -1.1; Pol eta inh: 7.5%; JMJD2A Tudor: -35.2%; GLS inh: 1.2%; G9a inh: 20µM*; Tb PGK inh: inactive; Pin1 inh: 2.1%

How did Cc1nnc(SCC(=O)c2ccccc2F)n1Cc1ccccc1 do in these assays?
HP1b chromo inh: 35.0%[activator]; BAZ2B inh: -1.9%; PI4K2A inh: 3.3; Pol eta inh: -9.7%; JMJD2A Tudor: 7.5%; GLS inh: 6.8%; G9a inh: -35.8%[12.7 µM]; Tb PGK inh: inactive; Pin1 inh: 2.8%

What do the screens show for `Cc1cccc(NS(=O)(=O)c2cnc(Cl)c(Br)c2)n1`?
HP1b chromo inh: 61.0%[activator]; BAZ2B inh: 1.4%; PI4K2A inh: -0.4; Pol eta inh: -13.1%; JMJD2A Tudor: -14.2%[57.1 µM]; GLS inh: -4.2%; G9a inh: 4.8%[59 µM]; Tb PGK inh: -8.3%; Pin1 inh: -1.6%

What do the screens show for `Nc1ccccc1Nc1ccncc1[N+](=O)[O-]`?
HP1b chromo inh: 14.5%; BAZ2B inh: -36.4%; PI4K2A inh: -2.6; Pol eta inh: -8.2%; JMJD2A Tudor: -8.3%; GLS inh: 9.0%; Tb PGK inh: 0.5%; Pin1 inh: -7.4%

What do the screens show for `Cc1ccc(C)c(N2CCN(C(=O)c3cc(S(=O)(=O)N4CCCCC4)cn3C)CC2)c1`?
HP1b chromo inh: -1.9%[57 µM]; BAZ2B inh: -30.0%; PI4K2A inh: -3.9; Pol eta inh: -7.7%; JMJD2A Tudor: inconclusive; GLS inh: -7.4%; G9a inh: -29.6%[59 µM]; Tb PGK inh: -1.5%; Pin1 inh: -4.7%

Results for C/C(=N\NC(=O)c1ccccc1NC(=O)c1ccc(Cl)cc1)c1ccncc1 ?
HP1b chromo inh: 32.0%; BAZ2B inh: -5.7%; PI4K2A inh: -5.6; Pol eta inh: -17.0%; JMJD2A Tudor: -8.3%; GLS inh: -6.3%; G9a inh: 2.2%; Tb PGK inh: inconclusive; Pin1 inh: -2.5%

What do the screens show for `O=C(NCCc1ccccc1)C1CCCN1S(=O)(=O)c1ccc(F)cc1` (stereo not given)?
HP1b chromo inh: 21.3%; PI4K2A inh: 1.9; Pol eta inh: -5.9%; JMJD2A Tudor: -1.7%; GLS inh: -12.0%; Tb PGK inh: -5.9%; Pin1 inh: -2.5%

Results for O=C(CN1CCN(c2ccc(F)cc2)CC1)Nc1nnc(-c2ccccc2)s1 ?
HP1b chromo inh: 36.5%; BAZ2B inh: -32.0%; PI4K2A inh: -7.1; Pol eta inh: 4.7%; JMJD2A Tudor: -20.0%; GLS inh: 10.2%; G9a inh: inconclusive; Tb PGK inh: 0.2%; Pin1 inh: 2.2%

How did CN1CCN(c2ccccc2NC(=O)c2cccs2)CC1 do in these assays?
HP1b chromo inh: 55.0%[activator]; BAZ2B inh: -3.2%; PI4K2A inh: 1.2; Pol eta inh: -6.6%; JMJD2A Tudor: -5.5%; GLS inh: -5.3%; G9a inh: 3.1%; Tb PGK inh: inactive; Pin1 inh: 1.2%

What do the screens show for `CC(C)OP(=O)(OC(C)C)C(O)c1ccc(N(C)C)cc1` (stereo not given)?
HP1b chromo inh: -16.0%; BAZ2B inh: -4.7%; PI4K2A inh: 1.6; Pol eta inh: -16.6%; JMJD2A Tudor: inconclusive; GLS inh: 0.9%; G9a inh: -2.6%; Tb PGK inh: inactive; Pin1 inh: -1.2%

What do the screens show for `CCc1ccccc1NC(=O)C1CCN(C(=O)N2CC(C)Oc3ccc(Cl)cc32)CC1` (stereo not given)?
HP1b chromo inh: inconclusive; BAZ2B inh: -30.6%; PI4K2A inh: 1.0; Pol eta inh: -12.3%; JMJD2A Tudor: inconclusive; GLS inh: 1.0%; G9a inh: inconclusive; Tb PGK inh: -10.1%; Pin1 inh: 7.2%

What do the screens show for `COc1cccc(C(=O)Nc2cc3c(cc2Cl)OCCCO3)c1`?
HP1b chromo inh: 13.5%; BAZ2B inh: -1.9%; PI4K2A inh: -5.0; Pol eta inh: -17.1%; JMJD2A Tudor: -8.8%; GLS inh: 4.1%; G9a inh: 10.8%[59 µM]; Tb PGK inh: -7.6%; Pin1 inh: 0.4%

What do the screens show for `CCOc1ccc(S(=O)(=O)Nc2cccc(C(=O)N(C)Cc3cccc(OC)c3OC)c2)cc1`?
HP1b chromo inh: -14.2%; BAZ2B inh: -24.7%; PI4K2A inh: 0.2; Pol eta inh: -11.9%; JMJD2A Tudor: -25.0%; GLS inh: 12.7%; G9a inh: 87.1%[activator]; Tb PGK inh: inactive; Pin1 inh: 4.5%

How did Cc1cc(C(=O)NNC(=O)CN2C(=O)NC(C)(c3ccccc3)C2=O)c(C)o1 (stereo not given) do in these assays?
HP1b chromo inh: 21.3%; BAZ2B inh: 13.7%; PI4K2A inh: -1.0; Pol eta inh: -23.6%; JMJD2A Tudor: -11.7%; GLS inh: -1.9%; G9a inh: 19.1%[59 µM]; Tb PGK inh: -12.0%; Pin1 inh: 1.5%

How did OC(c1cccs1)c1nccc2ccccc12 (stereo not given) do in these assays?
HP1b chromo inh: 23.2%; BAZ2B inh: inconclusive; PI4K2A inh: -8.1; Pol eta inh: inconclusive; JMJD2A Tudor: -26.0%; GLS inh: -3.9%; G9a inh: inconclusive; Tb PGK inh: -5.3%; Pin1 inh: -3.8%

Results for COCCNC(=O)CN(C(=O)CCC(=O)Nc1nccs1)c1ccccc1OC ?
HP1b chromo inh: 31.7%; BAZ2B inh: -0.6%; PI4K2A inh: -1.6; Pol eta inh: -2.9%; JMJD2A Tudor: -12.3%[11.4 µM]; GLS inh: -17.4%; G9a inh: inconclusive; Tb PGK inh: inactive; Pin1 inh: 2.2%
